KCNQ1 pot: potentiates or activates the human KCNQ1 potassium channel; B-score at 10 µM; 0.35% of 310,000 active; CHO-K1 KCNQ1, thallium flux FluxOR fluorescence; stronger effect = higher value;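 active means fluorescence ratio B-score, a plate-corrected score, at least three library SD, with initial intensity B-score within 5 SD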
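System: Stable KCNQ1 CHO-K1 line | Incubation: 90 min dye loading and 20 min compound exposure, both at room temperature | Measure: Ratio B score | Medium: Assay buffer for compound exposure, DMSO matched across wells | Compound dosing: Single-concentration screen | Probe or stimulus: K+/Tl+ depolarizing stimulus | Measured by: Kinetic FluxOR fluorescence, 10 s baseline plus 110 s post-stimulus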
ANO1 block: blocks the mouse calcium-activated chloride channel TMEM16A. 1.2% of 310,000 active. normalized B-score (activity score, 25-100; higher = stronger inhibition) at 10 µM. Q8BHY3. HEK293 TMEM16A/YFP iodide influx fluorescence, ionomycin;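 active means ratio plate-corrected score three or more library SD toward inhibition, starting fluorescence score within five deviations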;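 further: score derived from kinetic fluorescence span divided by baseline fluorescence per well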
RGS4 pot: RGS4 potentiation or activation; HEK293 M3R/inducible RGS4, carbachol calcium flux Fluo4; stronger effect = lower value; B-score at 10 µM; 0.92% of 310,000 active; AID 463111;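 active means B-score of the integrated calcium signal more than 4 SD below the library mean, with starting fluorescence not abnormally high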;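 further: negative B-score means reduced calcium response which marks RGS4 activation or potentiation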
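test system = M3R-expressing HEK293 line, RGS4 induced by doxycycline | probe or stimulus = carbachol at ECmax as muscarinic agonist stimulus | timing = dye loading 30 min 37 °C, buffer rest 30 min RT | signal = calcium dye Fluo4 fluorescence | evaluation = B score from integrated fluorescence ratio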
KCNK3 block: human KCNK3 channel inhibition, primary screen. 0.84% of 340,000 active. O14649. B-score at 10 µM. CHO-KCNK3 thallium flux, FluxOR fluorescence; stronger effect = lower value;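 active means B-score under library mean minus 4 SD, starting fluorescence ratio at most library mean plus 5 SD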;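 further: more negative B-score means stronger inhibition of thallium flux through KCNK3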
Target sequence (O14649 whole entry, looked up): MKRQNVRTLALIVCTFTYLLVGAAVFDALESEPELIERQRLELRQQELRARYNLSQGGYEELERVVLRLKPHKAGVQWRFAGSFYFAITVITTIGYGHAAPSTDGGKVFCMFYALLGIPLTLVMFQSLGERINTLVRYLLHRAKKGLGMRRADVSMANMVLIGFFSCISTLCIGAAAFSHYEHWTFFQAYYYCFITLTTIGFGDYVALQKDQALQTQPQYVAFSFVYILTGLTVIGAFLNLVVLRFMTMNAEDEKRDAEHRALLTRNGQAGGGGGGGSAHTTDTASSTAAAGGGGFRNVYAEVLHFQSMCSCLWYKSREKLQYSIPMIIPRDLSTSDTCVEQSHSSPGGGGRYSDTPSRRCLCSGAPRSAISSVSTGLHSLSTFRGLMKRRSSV
KCNQ1 inh: human KCNQ1 channel inhibition. P51787. CHO-K1 KCNQ1, FluxOR thallium flux fluorescence; stronger effect = higher value. B-score at 10 µM. 1.3% of 310,000 active. AID 2642;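 active means compounds whose thallium flux B-score, printed positive for inhibition, exceeds three library SD while starting fluorescence stays within three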;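 further: channel opened by potassium depolarization with thallium stimulus after 20 min compound exposure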
MrgX1 allo act: human MrgX1 positive allosteric modulation, primary screen. Q96LB2. MrgX1-HEK293, Fluo-4 calcium flux, FDSS; stronger effect = higher value. B-score at 10 µM. 0.63% of 310,000 active. AID 588675;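 active means plate-corrected calcium response at least 3 library SD above typical, normal starting fluorescence, not activating the receptor alone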;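 further: compound read alongside a low EC10 to EC30 dose of BAM8-22 agonist; peak minus trough fluorescence over baseline measured at the second addition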
Target sequence (Q96LB2 whole entry, looked up): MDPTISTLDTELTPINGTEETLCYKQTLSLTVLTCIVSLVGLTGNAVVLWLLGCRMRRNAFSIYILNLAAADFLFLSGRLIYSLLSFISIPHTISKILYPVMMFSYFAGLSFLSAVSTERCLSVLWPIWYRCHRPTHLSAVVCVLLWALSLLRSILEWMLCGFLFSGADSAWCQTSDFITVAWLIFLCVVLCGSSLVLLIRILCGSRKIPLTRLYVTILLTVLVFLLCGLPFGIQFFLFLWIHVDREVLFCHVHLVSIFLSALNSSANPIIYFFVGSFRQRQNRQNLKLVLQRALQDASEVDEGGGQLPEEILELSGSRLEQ
hERG protect: compounds protecting human hERG from proarrhythmic drug block; Q12809; CHO-hERG, FluxOR thallium flux, dofetilide IC70 present; activation (rescue from dofetilide block), less the hit threshold, % at 10 µM; 0.51% of 310,000 active;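 active means activation above the mean of controls blocked by dofetilide plus 5 SD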;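 further: thallium influx through hERG after potassium depolarization seen as dye fluorescence rise; in these data hits start at about 4.7%; inactives centre near -7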
MrgX1 agonist: agonists of human MrgX1 receptor; Q96LB2; B-score at 10 µM; 0.44% of 310,000 active; MrgX1-HEK293 cells, Fluo-4 calcium fluorescence, agonist mode; stronger effect = higher value;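 active means calcium response B-score plate-corrected fluorescence ratio at least 3 library SD, with starting fluorescence B-score inside 5 SD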
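Test system: HEK293 cells stably expressing human MrgX1 receptor; amount: 15,000 cells per well; doses: compound delivered in addition one of three; times: overnight plating before 1 h dye loading; detection: Fluo-4 NW calcium-flux fluorescence, kinetic read; read-out basis: B-scored fluorescence response ratio; controls: positive and negative controls per plate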
ANO1 activ: mouse TMEM16A channel activation, primary screen | HEK293 TMEM16A/YFP-H148Q/I152L, iodide quench fluorescence; stronger effect = lower value | Q8BHY3 | 0.3% of 340,000 active | AID 623877 | B-score at 10 µM;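 active means fluorescence-ratio B-score plate-corrected deviation score at least 3 library SD below zero, with starting fluorescence score within 5 deviations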;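 further: channel opened by trigger with iodide after compound preincubation; score built on the fluorescence ratio of max minus min over baseline; more negative score means more quench and so TMEM16A activation or potentiation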
KCNK9 inh: inhibitors of human KCNK9 two-pore domain potassium channel; Q9NPC2; HEK293 KCNK9, FluxOR thallium flux fluorescence; stronger effect = lower value; B-score at 10 µM; 1.2% of 310,000 active; AID 488922;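 active means ratio B-score over 3 SD below the library mean, with starting fluorescence within 5 SD of its mean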;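 further: negative B-score means less thallium flux so channel inhibition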
Target sequence (Q9NPC2 whole entry, looked up, the tested form may be a part): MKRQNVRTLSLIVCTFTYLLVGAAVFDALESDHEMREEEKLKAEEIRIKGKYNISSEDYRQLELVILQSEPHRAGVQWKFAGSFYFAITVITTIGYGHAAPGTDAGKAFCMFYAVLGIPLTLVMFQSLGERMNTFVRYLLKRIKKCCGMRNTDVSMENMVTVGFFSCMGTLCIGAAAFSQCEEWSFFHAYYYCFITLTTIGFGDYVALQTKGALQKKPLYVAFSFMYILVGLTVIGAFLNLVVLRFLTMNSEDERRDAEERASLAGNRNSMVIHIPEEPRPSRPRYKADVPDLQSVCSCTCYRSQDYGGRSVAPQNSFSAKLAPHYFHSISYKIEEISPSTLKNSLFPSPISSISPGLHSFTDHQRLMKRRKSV
RGS4 block: inhibitors of human RGS4; 0.45% of 310,000 active; AID 463165; B-score at 10 µM; P49798; HEK293 M3R/RGS4 inducible, Fluo-4 calcium flux; stronger effect = higher value; triggered by carbachol at its EC20;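 active means B-score, a plate-corrected calcium signal, over three deviations above library mean, with baseline fluorescence within five deviations of library mean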;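 further: RGS4 expression induced by doxycycline in cells with stable M3 receptor; B-score is computed from the integrated fluorescence ratio over baseline after carbachol; higher B-score means a larger calcium signal and so more RGS4 inhibition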
Numbers without * were called inactive; i = inactive; / = not tested or not shown.

Order of values: KCNQ1 pot, ANO1 block, RGS4 pot, KCNK3 block, KCNQ1 inh, MrgX1 allo act, hERG protect, MrgX1 agonist, ANO1 activ, KCNK9 inh, RGS4 block
- CCc1ccccc1NC(=O)C1C(c2ccccc2)C1(Cl)Cl (centres undefined)
    i, i, i, i, i, i, -9, i, i, i, i
- Cc1ccc(C(=O)N2CCN(c3ccc(NC(=O)c4cc(C)cc(C)c4)cc3)CC2)cc1
    i, i, i, i, i, i, -5, i, i, i, i
- COc1ccc(NC(=O)CCC(=O)OCc2ccc(Br)cc2)cc1
    i, i, i, i, i, i, -3, i, i, i, i
- O=C(/C=C/c1ccc(Br)cc1)NC(=S)N1CCOCC1
    i, i, i, i, i, i, -8, i, i, i, i
- O/N=C(\CN1CCCCC1)c1ccccc1
    i, i, i, i, i, i, -5, i, i, i, i
- CN(C)S(=O)(=O)c1ccc(NC(=O)C2CC(=O)N(Cc3ccccc3)C2)cc1 (centres undefined)
    i, i, i, i, i, i, -7, i, i, i, i
- CC(C)(C)C(=O)CSc1nc2c(c(-c3cccs3)c1C#N)CCC2
    i, i, i, i, i, i, -3, i, i, i, i
- OCCn1c(Cl)nc2ccccc21
    i, i, i, i, i, i, -8, i, i, i, i
- Cc1ccc(CN2CCN(Cc3ccc(OCCO)cc3)CC2CCO)o1 (centres undefined)
    i, i, i, i, i, i, -14, i, i, i, i
- COC(=O)c1c(C)nc2ccccc2c1C(=O)O
    i, i, i, i, i, i, -10, i, i, i, i
- Cc1cc2oc(=O)cc(CN3CCC(C)CC3)c2cc1C
    i, i, i, i, i, i, -11, i, /, i, i
- COc1ccccc1COCC(O)CN(Cc1ccco1)Cc1ccccc1O (centres undefined)
    i, i, i, i, i, i, -12, i, i, i, i
- CN1CCN(c2ccc(Cl)cc2NC(=O)c2ccc([N+](=O)[O-])cc2)CC1
    i, i, i, i, i, i, -9, i, i, i, i
- CCOC(=O)c1ccc2[nH]c3c(c2c1)CCCC3O (centres undefined)
    i, i, i, i, i, i, -21, i, i, i, i
- O=C(CCCc1ccccc1)N=C1SC2CS(=O)(=O)CC2N1c1ccccc1F (centres undefined)
    i, i, i, i, i, i, -10, i, i, i, i
- O=C(COc1cccc2cccnc12)NCC(F)(F)F
    i, i, i, i, i, i, -5, i, i, i, i
- Cc1ccccc1COC(=O)CN1C(=O)NC2(CCCC2)C1=O
    i, i, i, i, i, i, -14, i, i, i, i
- Cc1cccc(N(C(=O)CCC(=O)Nc2ccccn2)C(C(=O)NC(C)C)c2ccc(O)cc2)c1 (centres undefined)
    i, i, i, i, i, i, -11, i, i, i, i
- O=C(Cn1[nH]c(=O)c2ccccc2c1=O)N1CC=C(c2ccccc2)CC1
    i, i, i, i, i, i, -2, i, i, i, i
- C/C(N)=C(/C#N)C(=O)COC(=O)c1cc(S(=O)(=O)N2CCCCC2)ccc1C
    i, i, i, i, i, i, 2, i, i, i, i
- Cc1nc(Nc2ccc3c(c2)OCCO3)c2c(C)c(C)sc2n1
    i, i, i, i, i, i, -1, i, i, i, i
- Cc1nn(CC#N)c(=O)n1N(C)c1ncc(C(F)(F)F)cc1Cl
    i, i, i, i, i, i, -8, i, i, i, i
- Cc1cccc2cc(CN(CC3CCCO3)C(=O)NC3CCCCC3)c(=O)[nH]c12 (centres undefined)
    i, i, i, i, i, i, -16, i, i, i, i
- CCOC(=O)CC(=O)Nc1c(C)cc(C)cc1C
    i, i, i, i, i, i, -7, i, i, i, i
- Cc1ccc2nc(N3CCCCC3)c(C=O)c(=O)n2c1
    i, i, i, /, i, i, -8, i, /, i, i
- COc1ccc(CCN2C(=O)C3C4CCC(C4=C(C)C)C3C2=O)cc1OC (centres undefined)
    i, i, i, i, i, i, -6, i, i, i, i
- O=C(CCc1ccccc1)NCC(c1ccco1)N1CCc2ccccc21 (centres undefined)
    i, i, i, i, i, i, -14, i, i, i, i
- CCC1CC(CSc2ncn[nH]2)OC1=O (centres undefined)
    i, i, i, i, i, i, -14, i, i, i, i
- O=C(Cn1nnc(-c2ccccc2NC(=O)c2ccccc2F)n1)NCc1ccco1
    i, i, i, i, i, i, -10, i, i, i, i
- CCN(CC)c1ccc(C(=O)Nc2ccccc2)cc1[N+](=O)[O-]
    i, i, i, i, i, i, -15, i, i, i, i
- CC1CCCN(CCCNC(=O)c2ccc(CS(=O)(=O)Cc3cccc(Cl)c3)o2)C1 (centres undefined)
    i, i, i, i, i, i, -2, i, i, i, i
- O=C(Nc1nnc(C2CCCO2)s1)c1cccs1 (centres undefined)
    i, i, i, i, i, i, -9, i, i, i, i
- C=CCOc1nc2c(c(=O)n(C)c(=O)n2C)n1C
    i, i, i, i, i, i, -5, i, i, i, i
- COc1cc(OC)cc(C(=O)Nc2cc(C)on2)c1
    i, i, i, i, i, i, -9, i, i, i, i
- Cc1ccc(C(=O)Nc2sc(C)c(-c3ccccc3)c2C(N)=O)cc1[N+](=O)[O-]
    i, i, i, i, i, i, -9, i, i, i, i
- CSCCC(NC(=O)c1ccc(Cl)cc1)C(=O)OCC(=O)Nc1cc(Cl)ccc1C (centres undefined)
    i, i, i, i, i, i, -8, i, i, i, i
- CC(=O)c1c(C)[nH]c(C(=O)Nc2ccccc2N2CCOCC2)c1C
    i, i, i, i, i, i, -13, i, i, i, i
- O=C(Cn1c(=O)oc2cc(S(=O)(=O)N3CCCC3)ccc21)N1CCN(C2CCCCC2)CC1
    i, i, i, i, i, i, -5, i, i, i, i
- CCCCN(C(=O)C1CCC1)c1c(N)n(CC(C)C)c(=O)[nH]c1=O
    i, i, i, i, i, i, -8, i, i, i, i
- CC1=C(c2ccc(C)cc2)S(=O)(=O)N(CC(=O)O)C1=O
    i, 25*, i, i, i, i, -8, i, i, i, i
- Nc1n[nH]c2ccccc12
    i, i, i, i, i, i, -10, i, i, i, i
- CC(C)C[C@H](NC(=O)c1[nH]cnc1C(=O)N[C@H](C)c1ccccc1)C(=O)OC(C)(C)C
    i, i, i, i, i, i, -4, i, i, i, i
- COc1cc(C(CCN2CCN(c3ccccc3)CC2)c2c(OC)cc(OC)c3ccc(=O)oc23)cc(OC)c1OC (centres undefined)
    i, i, i, i, i, i, -7, i, i, i, i
- C#Cc1ccc([C@H]2C=C(C(=O)OCC=C)O[C@@H](OCc3ccc(CO)cc3)C2)cc1
    i, i, i, i, i, i, -5, i, i, i, i
- Cc1ccc(N(CCC#N)C(=O)CSc2ccc3c(c2)OCCO3)cc1
    i, i, i, i, i, i, -7, i, i, i, i
- CN1CCN(NC(=O)c2cc(-c3cccc(Cl)c3)nc3ccccc23)CC1
    i, i, i, i, i, i, -20, i, i, i, i
- CCCC(=O)c1ccc(-c2ccccc2)cc1
    i, i, i, i, i, i, -1, i, i, -7.4*, i
- O=C(CN1C(=O)NC2(CCCC2)C1=O)c1ccc(Cl)s1
    i, i, i, i, i, i, -12, i, i, i, i
- C=C1CCC[C@]2(C)C[C@H]3OC(=O)C(CN4CCOCC4)[C@H]3C[C@@H]12 (some centres undefined)
    i, i, i, i, i, i, -1, i, i, i, i
- CCOc1cc(NC(=S)Nc2cccc(OC)c2)c(OCC)cc1NC(=O)c1ccc(C)cc1
    i, i, i, i, i, i, -8, i, i, i, i

Following part
Order of values: KCNQ1 pot, ANO1 block, RGS4 pot, KCNK3 block, KCNQ1 inh, MrgX1 allo act, hERG protect, MrgX1 agonist, ANO1 activ, KCNK9 inh, RGS4 block
- CC(=O)Nc1ccc(S(=O)(=O)NC2(C(F)(F)F)NC(=O)N(c3ccc(Cl)cc3)C2=O)cc1 (centres undefined)
    i, i, i, i, i, i, -10, i, i, i, i
- Cc1ccc(-c2nnn(CC(=O)N3C(C)CCCC3C)n2)cc1 (centres undefined)
    i, i, i, i, i, i, -10, i, i, i, i
- COc1c(Cl)cc(Cl)cc1C(=O)Nc1ccccc1N1CCN(C(C)=O)CC1
    i, i, i, i, i, i, -7, i, i, i, i
- Cc1cc(C=C2C(=O)c3ccccc3C2=O)c(C)n1-c1ccc(Cl)cc1
    i, /, i, i, i, /, -9, /, i, -7*, i
- Cn1c(-c2ccc3c(c2)OCO3)cnc1NCc1cccc(Cl)c1
    i, i, -8.9*, i, i, i, -16, i, i, i, i
- Cc1ccc(NC2=NC(c3ccccc3)n3c(nc(C)cc3=O)N2)c(C)c1 (centres undefined)
    i, i, i, i, i, 122*, -7, i, i, i, i
- CC(C)c1ccc(N2C(=O)CC(Sc3ncn[nH]3)C2=O)cc1 (centres undefined)
    i, i, i, i, i, i, -10, i, i, i, i
- COc1ccc(-c2cc(CCCC(=O)NCCc3cc(OC)ccc3OC)no2)cc1
    i, i, i, i, i, i, -8, i, i, i, i
- CCOC(=O)N1CCN(C(=O)CCc2c(C)nc3nc(C)nn3c2C)CC1
    i, i, i, i, i, i, -9, i, i, i, i
- CCOc1ccc(CN2CCN(S(=O)(=O)c3ccc(NC(C)=O)cc3)CC2)cc1OC
    i, i, i, i, i, i, 0, i, i, i, i
- Cc1c(NC(=O)c2ccc(F)cc2)c(=O)n(-c2ccccc2)n1C
    i, i, i, i, i, i, -10, i, i, i, i
- CCOc1ccccc1N(C)C(=O)C1CCN(S(=O)(=O)c2cccc3nonc23)CC1
    i, i, i, i, i, i, -12, i, i, i, i
- Cc1cc(NC(=O)CSc2nnc(-c3ccccc3Cl)o2)no1
    i, i, i, i, i, i, -5, i, i, i, i
- O=C(c1ccco1)N1CCN(C(=O)c2cnn3cccnc23)CC1
    i, i, i, i, i, i, -1, i, i, i, i
- Cc1ccc(NC(=O)CCn2c(=O)oc3ccccc32)cc1
    i, i, i, i, i, i, -1, i, i, i, i
- CC1CC(C)CN(S(=O)(=O)c2cccc3nonc23)C1 (centres undefined)
    i, i, i, i, i, i, -4, i, i, i, i
- Cc1ccc(N2CC(C(=O)Nc3nnc(SCc4cccnc4)s3)CC2=O)cc1 (centres undefined)
    i, i, i, i, i, i, -4, i, i, i, i
